Growth percent in the NCI-60 one-dose screen (48 h, 10 µM unless noted): 100 = growth as untreated, 0 = no growth, -100 = all killed.
MDA-MB-231 = MDA-MB-231 breast cancer; 5% of 81,000 active; AID 1794789
K-562 = K-562 leukemia; 7.4% of 78,000 active; AID 1794777
CCRF-CEM = CCRF-CEM leukemia; 7% of 77,000 active
MDA-MB-435 = MDA-MB-435 melanoma; AID 1794794; 7.8% of 82,000 active
MOLT-4 = MOLT-4 leukemia cells. 6.9% of 80,000 active. AID 1794779
MDA-MB-468 = MDA-MB-468 breast cancer; 8.5% of 78,000 active
SR = SR leukemia cells; 8.7% of 73,000 active; AID 1794780
RPMI-8226 = RPMI-8226 leukemia cells | 7.5% of 77,000 active
Numbers without * were called inactive; nt = not tested or not shown; & = joins results of further samples; ! = not confirmed by another sample; [ ] = dose if it differs, or a comment. Rule for the calls: active = growth percent below 10; inactive = the rest.

The first 11 entries (preview)
SMILES	MDA-MB-231	K-562	CCRF-CEM	MDA-MB-435	MOLT-4	MDA-MB-468	SR	RPMI-8226
COc1ccc(/C=C/c2c(C(=O)/C=C/c3cccs3)c(C)nc3ccccc23)cc1	78	43	64	69	60	67	nt	57
CCC(COC(=O)CS)(COC(=O)CS)COC(=O)CS	106	71	nt	99	74	93	83	93
O=C1CCC(=O)N1	115	110	109	110	109	119	nt	96
COc1ccc(/C(=C/c2ccccc2[N+](=O)[O-])C(=O)O)cc1	110	96	97	104	92	108	100	112
O=C1CCC(Nc2ccccc2)N1 (configuration not stated)	110	133	80	98	127	104	131	94
COc1cc(-c2nc3sc(C4CC4)nn3c2-c2ccc(Cl)cc2)cc(OC)c1OC	88	95	74	94	90	88	81	98
COC1=CC(C)C2CC3OC(O)CC4C(C)=C(OC)C(=O)C(C2(C)C1=O)C34C (configuration not stated)	115	107	103	118	100	107	98	114
COc1ccc(-c2nn(-c3ccccc3)cc2/C=C2\SC(=O)NC2=S)cc1	105&100	103&90	103&95	107&101	108&97	120&100	118&105	101&80
O=C1c2ccccc2C(=O)c2c(NCCNCCO)ccc(NCCNCCO)c21	-6.9*!	8.0*!	1.7*!	21&43&23	-1.6*!	-21*	-18*!	34&54&56
Cc1ccc(S(=O)(=O)Oc2ccccc2C)cc1	109	89	102	44	96	77	73	108
CN(C)c1ccc(N=C2C=CC(=O)c3ccccc32)cc1	60	70	70	-87*	78	66	nt	65

This part in full, from the first entry:
SMILES	MDA-MB-231	K-562	CCRF-CEM	MDA-MB-435	MOLT-4	MDA-MB-468	SR	RPMI-8226
COc1ccc(/C=C/c2c(C(=O)/C=C/c3cccs3)c(C)nc3ccccc23)cc1	78	43	64	69	60	67	nt	57
CCC(COC(=O)CS)(COC(=O)CS)COC(=O)CS	106	71	nt	99	74	93	83	93
O=C1CCC(=O)N1	115	110	109	110	109	119	nt	96
COc1ccc(/C(=C/c2ccccc2[N+](=O)[O-])C(=O)O)cc1	110	96	97	104	92	108	100	112
O=C1CCC(Nc2ccccc2)N1 (configuration not stated)	110	133	80	98	127	104	131	94
COc1cc(-c2nc3sc(C4CC4)nn3c2-c2ccc(Cl)cc2)cc(OC)c1OC	88	95	74	94	90	88	81	98
COC1=CC(C)C2CC3OC(O)CC4C(C)=C(OC)C(=O)C(C2(C)C1=O)C34C (configuration not stated)	115	107	103	118	100	107	98	114
COc1ccc(-c2nn(-c3ccccc3)cc2/C=C2\SC(=O)NC2=S)cc1	105&100	103&90	103&95	107&101	108&97	120&100	118&105	101&80
O=C1c2ccccc2C(=O)c2c(NCCNCCO)ccc(NCCNCCO)c21	-6.9*!	8.0*!	1.7*!	21&43&23	-1.6*!	-21*	-18*!	34&54&56
Cc1ccc(S(=O)(=O)Oc2ccccc2C)cc1	109	89	102	44	96	77	73	108
CN(C)c1ccc(N=C2C=CC(=O)c3ccccc32)cc1	60	70	70	-87*	78	66	nt	65
COc1ccc(C2CC(=O)c3c(nc4ccc(Cl)cc4c3N)C2)cc1 (configuration not stated)	114	93	92	94	95	104	89	103
Cc1ccc(Nc2c(C(N)=O)cnc3ccc(S(=O)(=O)Nc4cc(C)on4)cc23)cc1	100	117	100	103	101	92	101	103
ClC1=C(Cl)C(Cl)=C(Cl)C1=Cc1ccc(Cl)cc1	14	-0.4*	nt	-42*	0.5*	45	-14*	-43*
CC1(C)CC2=C3C=C[C@@H]4[C@@]5(C)CC[C@@H](O)C(C)(C)[C@@H]5CC[C@@]4(C)[C@]3(C)CC[C@@]2(C(=O)O)C[C@H]1O	80	79	60	52	52	107	73	45
CC(C)(C)c1ccc(S(=O)(=O)Nc2ccccc2[N+](=O)[O-])cc1	92	93	94	112	100	101	99	88
N#C/C(=C\c1ccc(Cl)cc1)C(N)=O	103	108	108	98	101	95	123	115
COc1ccc(C(C#N)c2ccc(OC)cc2)cc1	101	96	91	103	86	117	46	93
Nn1c(=O)n(-c2cccc(C(F)(F)F)c2)c(=O)c2cc(-c3ccc(F)cc3F)ccc21	-10*	6.8*	13	3.3*	4.5*	-5.4*	6.2*	-19*
CCN1CC2=C(Nc3nc(SC)[nH]c(=O)c3C2c2ccc(OC)cc2)/C(=C/c2ccc(OC)cc2)C1 (configuration not stated)	101	79	75	87	66	89	81	88
Nc1nnc(CCSc2ccccc2)s1	84	101	97	100	102	97	105	96
Oc1cccc(Nc2ccccc2)c1	120	91	76	102	61	nt	102	94
Oc1c(I)cc(I)c2cccnc12	83&98	58&102	47&77	35&94	77&91	73&86	54	57&92
COC(=O)C1=C(C)NC(=O)NC1c1ccc2c(c1)OCO2 (configuration not stated)	94	109	108	105	109	105	100	110
FC(F)(F)c1cccc(Nc2ccccc2)c1	104	95	109	101	90	93	88	104
CCCCOc1ncnc2c1CC(C)c1cc(C)ccc1N2C (configuration not stated)	nt	92	90	112	93	111	84	nt
COc1ccc2cc(-c3csc(Nc4ccc(F)cc4)n3)c(=O)oc2c1	90	99	86	93	86	99	85	87
COc1ccc(NC(=O)Cn2cnc3c2c(=O)n(C)c(=O)n3C)cc1	99	102	99	108	107	101	97	94
O=C(O)Cc1ccc2c3c(cccc13)CC2	95	97	99	104	102	81	109	96
COc1cc2c(=O)n(CCN)c3c4cc5c(cc4ccc3c2cc1OC)OCO5	-82*	-55*	-19*	-91*	-26*	-32*	-26*	-42*
Cc1ccc(-c2nc(N3CCCN(C(=S)Nc4ccccc4)CC3)c3ccccc3n2)cc1	83	75	76	93	59	77	80	nt
O=C(CC1C(=O)N(C2CCCCC2)c2nc3ccccc3n21)Nc1ccc(Cl)cc1 (configuration not stated)	82	79	102	94	76	87	101	91
C=CCn1c(SCC(=O)c2ccc(OC)cc2)nnc1-c1c[nH]c2ccccc12	89	92	91	108	93	95	82	83
Cn1c(=O)c2cnn(C)c2n(C)c1=O	106	110	86	106	nt	103	95	96
COC(=O)c1ccc(NC2=C/C(=N/S(=O)(=O)c3ccc(C(=O)O)cc3)c3ccccc3C2=O)cc1	-22*	0.5*	4.5*	-93*	-15*	-37*	0.1*	2.9*
CCOC(=O)c1c(C)c2c(n1Cc1ccccc1)CSc1cc(C#N)c(=O)[nH]c1-2	55[100 µM]	75[100 µM]	90[100 µM]	98[100 µM]	118[100 µM]	80[100 µM]	55[100 µM]	82[100 µM]
O=C1Nc2cc(-c3ccc(NS(=O)(=O)c4ccccc4)cc3)ccc2/C1=C/c1ccc[nH]1	63	61	64	88	73	-7.8*	6.7*	78
O=C1C=C(O)C(=O)C(CC2=C(O)C(=O)C=C(O)C2=O)=C1O	96	106	115	100	104	99	103	107
N#CC1=C(c2ccc(Cl)cc2)Nc2c(c(-c3ccccc3)nn2-c2ccccc2)C12C(=O)N(Cc1ccccc1)c1ccccc12 (configuration not stated)	103	94	94	106	109	103	117	90
CC(C)NCC(O)COc1cccc2[nH]ccc12 (configuration not stated)	104	98	93	107	109	100	110	99
COc1cccc2nc(Nc3cccc(NC(=O)c4cc(-n5cnc(C)c5)cc(C(F)(F)F)c4)c3)ccc12	89	53	66	62	42	54	71	47
CSc1ccc2c(c1)N(C(=O)/C(C#N)=C/c1ccc(N(C)C)cc1)c1ccccc1S2	95	73	89	51	95	84	84	101
CC1SC(c2ccc(Cl)cc2)N(CCc2cccs2)C1=O (configuration not stated)	-4.4*	7.8*	10	-37*	-4.2*	-38*	-1.7*	-10*
CCCc1nn(-c2ccccc2)c2c1C(c1cc3c(cc1Br)OCO3)C(C#N)=C(N)O2 (configuration not stated)	101	102	105	103	101	91	89	107
CCC(C)(CC(=O)O)CC(=O)O	125	110	101	100	99	99	81	88
COc1cc(-c2nn(-c3ccccc3)cc2-c2ccnc(NCCCNS(=O)(=O)c3ccc(Cl)cc3)n2)ccc1Cl	80	105	nt	98	77	83	86	nt
CN1C(=O)C2(Nc3ccccc3S2)c2cc(F)ccc21 (configuration not stated)	98	89	89	88	73	106	nt	93
C/C(=N\O)c1ccc(N2C(=O)c3cccc4cc([N+](=O)[O-])cc(c34)C2=O)cc1	92	91	88	101	83	81	92	96
CC(=O)n1nc(C(=O)OC(C)(C)C)c2ccccc21	88	108	108	103	105	109	111	104
COc1cc(/C=C2\CC/C(=C\c3cc(CN4CCCC4)c(O)c(OC)c3)C2=O)cc(CN2CCCC2)c1O	104	76	81	105	77	116	84	69
O=C(OCc1cc(=O)c(OC(=O)c2ccccc2)co1)c1ccccc1	100	127	120	114	105	112	104	117
C=C(C)CNC(=O)c1ccc(OC)c(OC)c1	100	109	103	102	107	94	112	100
CC(C)C1CCCCC1C1CCCCC1 (configuration not stated)	118	111	102	104	99	106	93	98
C[C@H](CCC(=O)NCc1ccc(C(=O)NO)cc1)[C@H]1CC[C@H]2[C@@H]3[C@@H](O)C[C@@H]4C[C@H](O)CC[C@]4(C)[C@H]3CC[C@]12C	103	83	66	95	79	85	94	68
CN(C)C1CN(C(=O)c2cc(-c3ccc4ncnc(N5CCc6cc(F)c(Cl)cc65)c4c3)cnc2N)C1	28	24	16	9.4*	4.9*	nt	13	-11*
Cc1cc(C)c2c(NC(=O)Nc3ccc(Cl)c(Cl)c3)n[nH]c2n1	104	91	102	93	98	109	97	100
CCN(CC)CCn1c(O)c(N=Nc2ccc(S(N)(=O)=O)cc2)c2cc(Cl)ccc21	100	78	80	92	85	93	71	99
CCCCCc1cc(Cl)cc(Cl)c1O	107	112	110	108	104	nt	84	104
c1ccc(CN2OCc3[nH]nc(-c4ccccc4)c3[C@@H]2c2ccccc2)cc1	96	88	91	104	85	95	90	82
C=CC[Se]C(=O)Cc1c(C)n(C(=O)c2ccc(Cl)cc2)c2ccc(OC)cc12	-56*	26	10	8.2*	5.1*	-37*	2.0*	-26*

Further results.
SMILES	MDA-MB-231	K-562	CCRF-CEM	MDA-MB-435	MOLT-4	MDA-MB-468	SR	RPMI-8226
COc1cccc2nc(Nc3ccc(NC(=O)c4ccc5ncccc5c4)cc3)ccc12	68	60	69	89	67	89	66	33
CCCCCCOC(=O)CC1CC(C(C)=O)C1(C)C (configuration not stated)	101&96	100	97&90	103&108	86&93	118&103	96&107	100
CCN(CC)CCOC(=O)c1ccc(NC(=O)OCCCCOC(=O)Nc2ccc(C(=O)OCCN(CC)CC)cc2)cc1	85	74	105	98	102	90	63	107
Cc1ccc(-c2cc(C3(O)CCC4COC3O4)on2)cc1 (configuration not stated)	95	105	107	104	107	112	96	100
Cc1ccc(-c2ccnc3c2c(-c2ccccc2)nn3-c2ccccc2)cc1	108	106	108	101	102	108	119	109
CCCCCCC#Cc1ccc(S(=O)(=O)Nc2cccc(-c3csc(NC(C)=O)n3)c2)cc1	85	51	79	91	62	101	60	52
C=C(C)[C@@H]1CC[C@]2(C(=O)N[C@@H](Cc3ccccc3)C(=O)O)CC[C@]3(C)[C@H](CC[C@@H]4[C@@]5(C)CCC(=O)C(C)(C)[C@@H]5CC[C@]43C)[C@@H]12	73	49	57	79	43	56	50	50
CS(=O)(=O)Nc1ccc(Nc2c3ccccc3nc3cc(Cl)ccc23)cc1	87	21	7.9*	54	-5.9*	nt	7.9*	41
O=C(S)CN1C(=O)c2ccccc2C1=O	119	101	92	105	99	96	90	98
COc1cc(/C=C/C(=O)C2=C(C#N)C(=C(C#N)C#N)NC2(O)/C=C/c2ccc(O)c(OC)c2)ccc1O (configuration not stated)	107	43	82	34	95	106	45	110
O=C(Nc1ccc(OCC(=O)c2ccccc2)cc1)Nc1ccc(Cl)c(C(F)(F)F)c1	17	nt	9.9*	-25*	nt	-5.5*	nt	7.1*
CCCCC(/C=C/c1ccc2ccccc2n1)CC (configuration not stated)	101	100	93	116	105	110	99	102
CC1=NN(c2cc(S(=O)(=O)O)ccc2Cl)C(=O)C1N=Nc1ccccc1 (configuration not stated)	103	104	107	108	101	108	106	105
CC(=O)O[C@@H]1C(C)O[C@H](O[C@H]2C(O)[C@@H](O)C(CO[C@@H]3OC(C)[C@@H](O)C(O)[C@@H]3O)O[C@H]2Oc2c(-c3ccc(O)cc3)oc3cc(O)cc(O)c3c2=O)[C@@H](O[C@@H]2OC(CO)[C@@H](O)C(O)[C@@H]2O)C1O (some centres not stated)	108	102	102	103	100	98	99	117
Cc1ccc2oc(=O)cc(-c3nc4ccc(N)cc4[nH]3)c2c1	88	106	118	105	83	110	85	100
O=C1CCc2cc(O)ccc21	106	98	104	112	103	97	108	104
C[N+]1=C(C(I)C(I)c2ccc(N)cc2)C(C)(C)c2ccccc21 (configuration not stated)	89	64	74	102	84	77	39	77
Cc1cc(O)c(C(C)C)cc1SC#N	92	75	83	108	68	90	88	81
CCOC(=O)/C=C1\S/C(=N\Nc2ccc([N+](=O)[O-])cc2[N+](=O)[O-])N(Cc2ccccc2)C1=O	85	55	40	98	67	84	nt	7.8*
COc1ccc2nc(-c3ccccc3)cc(C(C)=O)c2c1	90	84	91	98	73	68	82	95
CC(C)=CCOc1cc(NC(=S)c2ccoc2C)ccc1Cl	57	56	82	95	57	nt	77	77
COc1cc(Cl)cc(-c2nn(-c3cccc(NC(=O)Nc4ccc(Cl)c(C(F)(F)F)c4)c3)cc2-c2ccncc2)c1	-31*	8.9*	1.9*	-17*	-9.7*	-14*	-28*	-29*
CC(=O)Nc1nc(C)c(-c2n[nH]c(=S)n2-c2ccccc2)s1	109	86	98	105	88	114	90	nt
Cc1ccc(S(=O)(=O)Nc2ccc(C(=O)CC3(O)C(=O)Nc4ccccc43)cc2)cc1 (configuration not stated)	104	94	98	100	95	93	91	105
C=CN1CCCC1=O	99&100	67	162&95	101&108	81&96	97&98	89&82	149

From PubChem BioAssay

Random draw from the library; 16% or so of the library scored in one or more.
